LGR2 inh – inhibitors of bursicon-induced Drosophila LGR2 receptor cAMP signaling; HEK293 LGR2, CRE-luciferase, bursicon-stimulated, 4 h; hit rate 0.35% among 380,000; inhibition, % at 9.99 µM; AID 720647;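 active = drop in luminescence signal, shown as inhibition above about 50% in the replicate tests, limit read from the data, passing the limit was not always enough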;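 note: agonist challenge used bursicon conditioned medium at about half maximal strength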
Cneo AK release – causes C. neoformans cell lysis | adenylate kinase release luminescence, 4 h; normalised: neutral wells 0, clomiphene wells 100 | lysis activity, % at 15 µM | hit rate 0.2% among 360,000;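 active = mean lysis activity across replicates of at least 80%, whatever share of replicates individually reach that level; inactive = mean lysis activity below 80%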
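Signal: Adenylate kinase release luminescence | Assay system: Log-phase Cryptococcus neoformans yeast cells | Input: Cells at 5 × 10^6 per mL | Buffer or medium: Fresh YPD growth medium | Compound: Single dose | Schedule: Static 4 h at 37 °C with compound, 1 h detection | Controls: Clomiphene | Read-out: Luminescence rise reflecting yeast cell lysis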
Casp6 inh – caspase-6 (human) enzyme inhibition; P55212; purified caspase-6, Z-VEID-R110 cleavage fluorescence; inhibition, % at 12.5 µM; hit rate 0.53% among 350,000; AID 686996;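 active = mean inhibition across replicates at least about 35%, with every replicate also reaching that limit, limit read from the data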;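 note: 0% = median of neutral control wells and 100% = no fluorescence left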
Target sequence (P55212 24-179 limits assumed): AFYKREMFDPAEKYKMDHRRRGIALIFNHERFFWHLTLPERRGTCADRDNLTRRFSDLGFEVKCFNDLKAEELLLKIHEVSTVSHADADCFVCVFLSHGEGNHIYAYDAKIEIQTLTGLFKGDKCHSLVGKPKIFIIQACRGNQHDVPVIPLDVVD
Target sequence (P55212 194-293 limits assumed): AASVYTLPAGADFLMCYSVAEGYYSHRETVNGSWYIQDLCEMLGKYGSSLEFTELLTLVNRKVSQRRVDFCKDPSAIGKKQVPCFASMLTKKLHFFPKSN
FN deposit inh – fibronectin deposition inhibition | hit rate 0.086% among 350,000 | inhibition, % at 12.6 µM | AH1F fibroblasts, Alexa488-fibronectin deposition fluorescence, overnight;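 active = mean inhibition across replicates of 30% or more, regardless of how many single replicates reach that level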;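 note: positive control wells lacked labelled fibronectin entirely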
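Test system: AH1F fibroblast monolayer depositing Alexa488-labelled fibronectin into matrix. Input: 10000 cells per well. Technique: fluorescence, ex 485 nm, em 525 nm. Buffer or medium: DMEM plus 2% serum, read in PBS. Timing: 1 h cell adhesion before compound, then overnight fibronectin incubation. Compound: single dose, pinned. Read-out basis: inhibition from reduced deposited-fibronectin fluorescence.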
PAX8 reporter – inhibitors of PAX8 transcriptional activity in RMG-I cells. RMG-I TPO-luciferase reporter, SteadyGlo, 24 h. inhibition, % at 12.6 µM. hit rate 1.2% among 360,000. AID 652154;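 active = mean replicate inhibition at least 60% with every replicate also reaching 60%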;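 note: luciferase light reporting Pax8 driven TPO promoter activity; plate controls were median of neutral control wells for no effect and mitoxantrone controls for full effect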
EWS-Fli block – EWS/Fli transcriptional activity inhibition | A673 NR0B1-luciferase reporter, viability-normalised | inhibition, % at 12.6 µM | hit rate 0.67% among 350,000 | AID 651661;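 active = mean inhibition of at least 50% after viability correction, with every replicate also passing that limit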;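 note: firefly luciferase signal divided by Alamar Blue viability fluorescence both relative to DMSO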
miR-122 sensor – blocks miR-122 activity in Huh7 sensor cells. hit rate 0.3% among 340,000. AID 602342. activation (reporter increase), % at 12.5 µM. Huh7 miR-122 Renilla luciferase sensor, 48 h; neutral wells = 0, positive control = 100;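 active = mean replicate activation score at least 90 and every replicate individually at or above 90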;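 note: higher luciferase means less miR-122 activity so hits act as miR-122 inhibitors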
PGC1a acetyl inh – PGC1a acetylation modulation, inhibitor mode; AID 651687; hit rate 0.17% among 350,000; inhibition, % at 15.6 µM; U2OS PGC1a acetylation, AlphaScreen anti-acetyl-lysine; with virally co-expressed GCN5 acetyltransferase;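 active = every replicate shows inhibition of at least 40%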;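 note: 0% = neutral control wells and 100% = positive control wells; some results beyond the cut were filed as inactive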
* marks the source's active call; other numbers are inactive results; x = not tested or not shown; [ ] = dose if it differs, or a comment.

Fields: LGR2 inh	Cneo AK release	Casp6 inh	FN deposit inh	PAX8 reporter	EWS-Fli block	miR-122 sensor	PGC1a acetyl inh
- O=C(NCCc1ccncc1)Nc1ccc(F)cc1
 : 24	3	12	0	9	1	0	0
- C=CCn1c2ccccc2c2nnc(SCc3[nH]c(=O)[nH]c3C(=O)CCCCC(=O)OCC)nc21
 : -12	2	2	-2	34	5	-2	0
- O=C(COc1ccc(Cl)cc1)Nc1ccccc1C(=O)NCc1ccco1
 : 4	0	x	x	x	-2	x	-8
- COc1ccc2c(c1)CCc1cn3nc(C)cc3nc1-2
 : 7	-3	3	10	2	-4	2	14
- Cc1cc(OCc2nnc(SC(C)C(=O)O)n2Cc2ccccc2)ccc1Cl (stereo unspecified)
 : 19	x	x	5	7	6	4	3
- COc1ccccc1S(=O)(=O)N[C@H]1CC[C@H](CCNC(=O)C2CCCCC2)O[C@H]1CO
 : 6	37	3	-3	-1	-4	x	2
- COc1ccc(C(=O)NC2CCSc3ccccc32)cc1S(=O)(=O)N1CCOCC1 (stereo unspecified)
 : -20	x	-2	1	3	-1	6	-3
- Cc1nc2nc(SCC(=O)NCc3ccco3)nn2c(C)c1Cc1c(F)cccc1Cl
 : x	-2	x	0	x	x	11	7
- C[C@H](CO)N1C[C@H](C)[C@H](CN(C)S(=O)(=O)c2ccccc2)Oc2c(NC(=O)c3nc4ccccc4s3)cccc2C1=O
 : -8	2	0	x	16	2	2[16.7 µM]	1
- C[C@@H]1CCCCO[C@H](CN(C)Cc2ccccc2)[C@@H](C)CN([C@@H](C)CO)C(=O)c2cc(N(C)C)ccc2O1
 : -26	x	x	x	18	3	-1[16.7 µM]	1
- CCOc1ccc(C(=O)NCC(=O)NNC(=O)c2cc(C)oc2C)cc1OCC
 : 6	0	-1	2	0	1	0	1
- Cc1ccc(NC(=O)COC(=O)Cn2cnc3c2c(=O)n(C)c(=O)n3C)c(Cl)c1
 : 12	x	-2	5	-5	-5	x	4
- CCN(CC)C(=O)c1cnn(-c2ccccc2)c1NC(=O)c1ccco1
 : 4	0	0	x	x	1	-5	0
- O=C(Cc1cccs1)N1CCN=C1SCc1ccccc1F
 : -10	x	2	1	-33	-3	-2	7
- CS(=O)(=O)N1CCCC(C(=O)Nc2ccc(F)cc2F)C1 (stereo unspecified)
 : 18	x	2	x	17	-1	x	x
- CCCCC1=CC2=CC(=O)C(C)(OC(=O)CC)C(=O)C2=CN1CCCOC(C)C (stereo unspecified)
 : 10	-1	x	-6	8	3	-4	0
- CCCN(CC(=O)Nc1ccccc1C)C(=O)c1ccc(C)c(S(=O)(=O)N2CCCCC2)c1
 : 7	4	1	0	18	7	16	23
- CCc1c(C)nc2ncnn2c1NCCc1ccc(OC)cc1
 : 6	-1	-2	x	x	48	12	-12
- O=[N+]([O-])c1ccc(C(=S)N2CCN(c3ccc(F)cc3)CC2)cc1
 : 3	x	-2	-13	-1	3	x	x
- C[C@H]1CCCCO[C@@H](CN(C)C(=O)CCCN(C)C)[C@@H](C)CN([C@@H](C)CO)C(=O)c2cc(NS(C)(=O)=O)ccc2O1
 : -23	x	x	x	-2	-2	2[16.7 µM]	-7

Reformatted: 4 of the compounds above.
SMILES | LGR2 inh | Cneo AK release | Casp6 inh | FN deposit inh | PAX8 reporter | EWS-Fli block | miR-122 sensor | PGC1a acetyl inh
COc1ccccc1S(=O)(=O)N[C@H]1CC[C@H](CCNC(=O)C2CCCCC2)O[C@H]1CO | 6 | 37 | 3 | -3 | -1 | -4 | x | 2
CCc1c(C)nc2ncnn2c1NCCc1ccc(OC)cc1 | 6 | -1 | -2 | x | x | 48 | 12 | -12
COc1ccc2c(c1)CCc1cn3nc(C)cc3nc1-2 | 7 | -3 | 3 | 10 | 2 | -4 | 2 | 14
CS(=O)(=O)N1CCCC(C(=O)Nc2ccc(F)cc2F)C1 (stereo unspecified) | 18 | x | 2 | x | 17 | -1 | x | x

New compounds follow.
Fields: LGR2 inh	Cneo AK release	Casp6 inh	FN deposit inh	PAX8 reporter	EWS-Fli block	miR-122 sensor	PGC1a acetyl inh
- CCc1cc2c(=O)n(CCC(C)C)c(=S)[nH]c2s1
 : 3	x	-5	-7	-4	8	x	3
- Cc1ccc(S(=O)(=O)Nc2c(C)nc3nc(C)[nH]n3c2=O)cc1
 : -2	-2	1	4	-8	8	-7	27
- Cc1cc(C)n(-c2ccc(S(=O)(=O)N3CCOCC3)cc2[N+](=O)[O-])n1
 : -2	x	2	-4	-15	-5	x	x
- C[C@@H]1CN([C@H](C)CO)C(=O)c2cc(C#CC3(O)CCCC3)cnc2O[C@H]1CN(C)C(=O)Cc1ccccc1
 : 5	-1	1	x	6	-5	4[16.7 µM]	5
- C[C@@H]1CCCCO[C@H](CN(C)S(=O)(=O)c2ccccc2)[C@@H](C)CN([C@H](C)CO)C(=O)c2cc(NC(=O)NC3CCCCC3)ccc2O1
 : 7	-4	0	-4	0	-9	-2[16.7 µM]	-14
- C[C@@H]1CCCCO[C@H](CN(C)S(C)(=O)=O)[C@@H](C)CN([C@@H](C)CO)C(=O)c2cc(NC(=O)Nc3ccccc3)ccc2O1
 : 9	4	-2	-3	5	-22	-4[16.7 µM]	0
- CCOC(=O)c1c(C)nc(C)c(C(=O)OCC)c1-c1ccc(OC)cc1
 : -1	1	-2	x	x	13	8	-4
- N#Cc1cc([N+](=O)[O-])ccc1Oc1cccc(/C=N/NC(=O)c2ccc(Cl)cc2)c1
 : x	9	x	-11	13	x	4	-16
- COc1cccc(NC(=O)N2C[C@H](O)COC[C@H]3O[C@@H](CC(=O)NCCCN4CCOCC4)CC[C@@H]32)c1
 : -4	-2	x	-1	x	x	3[16.7 µM]	3
- O=C(COc1ccccc1)N=C1SC2CS(=O)(=O)CC2N1c1ccccc1 (stereo unspecified)
 : -6	7	0	7	-7	-2	-4	0
- Cc1cc(C(=O)Nn2c(C3CCCCC3)nc3ccccc3c2=O)ccc1[N+](=O)[O-]
 : 1	x	-1	-9	2	13	x	x
- O=[N+]([O-])c1cc(/C=N/N2CCCCC2)ccc1Cl
 : -64	x	-3	2	-114	-54	x	-1
- C[C@@H]1CN([C@@H](C)CO)C(=O)c2cc(NS(=O)(=O)c3cn(C)cn3)ccc2O[C@@H](C)CCCCO[C@@H]1CN(C)C(=O)NC1CCCCC1
 : -13	-1	-2	x	-17	13	15[16.7 µM]	x
- CCc1ccc(-c2cc(C)no2)cc1S(=O)(=O)NCCc1ccccc1
 : 16	x	3	-1	-37	x	21	-20
- Cc1[nH]c(=S)[nH]c(=O)c1CCC1OCCO1
 : -14	x	3	-1	-12	-2	x	x
- CN1C(=O)/C(=C/c2ccc(-c3ccccc3[N+](=O)[O-])o2)SC1=Nc1ccc(Cl)c(C(=O)O)c1
 : -11	3	x	x	x	x	3	6
- Cc1ccccc1C(=O)N1CCC2CC1c1cc(-c3ccc(F)cc3)ccc12 (stereo unspecified)
 : -8	-4	x	4	6	6	-3	-11
- COCC(=O)N1C[C@H](C)[C@@H](OC)CN(C)C(=O)c2cc(NS(C)(=O)=O)ccc2OC[C@@H]1C
 : 8	-1	0	0	8	-3	4[16.7 µM]	7
- COc1cc(-c2coc3c(C(=O)NC4CCCCC4)cccc23)ccc1O
 : 3	-1	0	-7	17	28	-2	x
- CO[C@@H]1CN(C)C(=O)c2ccc(NC(=O)Cc3ccccc3)cc2OC[C@@H](C)N(C)C[C@H]1C
 : -3	4	0	7	-1	4	x	14
- C[C@@H]1CN([C@@H](C)CO)C(=O)c2cc(C3=CCCC3)cnc2O[C@H]1CN(C)C(=O)Cc1ccncc1
 : 4	3	2	-2	-10	-13	-3[16.7 µM]	0
- O=C(NNc1c(Cl)cccc1Cl)c1cccs1
 : x	1	4	-3	-4	16	1	-7
- O=C(CN1CCN(c2ccccc2O)CC1)NNC(=O)c1ccc(Cl)cc1
 : x	x	-4	1	-11	-31	x	x
- O=C(Nc1cccc(F)c1)Nc1ccc(Cl)cn1
 : -33	-1	-1	-1	-29	-104	2	-21
- COc1ccc(C(=O)C2CCCN(Cc3ccc4c(c3)OCCO4)C2)cc1F (stereo unspecified)
 : -15	-2	1	-3	-11	0	1	-4
- O=S(=O)(c1ccccc1)N1CCCc2nc(-c3ccc(Br)cc3)ccc21
 : 7	x	-2	3	-4	12	x	x
- CC(C)NC(=O)N[C@@H]1C=C[C@@H](CC(=O)O)O[C@@H]1CO
 : -2	7	1	0	-11	-3	x	-8
- C=CCn1c(=O)c2ccccc2n2c(SCC(=O)O)nnc12
 : -9	1	-6	4	10	-2	-4	-8
- COc1ccc(C(O)(C(C)C)C(CN2CCOCC2)c2ccc(Cl)cc2)cc1 (stereo unspecified)
 : -8	-1	-1	-9	-27	8	3	-12
- Cc1ccc(C(=O)N(C)Cc2nc3ccccc3c(=O)[nH]2)cc1NC(=O)c1ccco1
 : -8	4	-1	-5	-1	0	-3	-7
- CCc1nc2sc3c(c2c(=O)n1N)CC(C)(C)OC3
 : -18	x	-1	-28	6	-6	x	x
- C[C@@H]1CN([C@@H](C)CO)C(=O)c2cc(-c3ccccc3F)cnc2O[C@H]1CN(C)Cc1ccc(F)cc1
 : 17	0	2	13	x	1	-2[16.7 µM]	-7
- CCCC#Cc1ccc([C@H]2[C@@H](C#N)N(C(=O)C3CCC3)[C@@H]2CO)cc1
 : 5	0	3	-6	6	-9	x	-6
- O=c1c2ccccc2ncn1-c1ccc(Cl)cc1[N+](=O)[O-]
 : 1	x	-1	-20	3	-2	x	x
- CC12CN(C(=O)c3ccccc3)C3(C#N)CC1CCC23C (stereo unspecified)
 : -8	-1	x	x	x	x	5	-21
- COc1ccccc1OCC(=O)NNC(=O)Nc1ccc(Cl)cc1
 : 4	x	0	-7	31	44	-8	-10
- Cc1cc(C)n(CCCNC(=O)c2ccc(S(=O)(=O)NCc3ccco3)cc2)n1
 : -17	2	2	-9	x	x	13	-1
- C=CCNc1sc(C(=O)C2CC2)c(N)c1C#N
 : 1	1	x	x	x	x	4	0
- C/C(=N\NC(=O)c1c[nH]c2ccccc12)c1ccccn1
 : -40	x	8	-3	-52	7	x	7
- CC1(c2cccc(Br)c2)NC(=O)N(CC(=O)NC2CCCCC2)C1=O (stereo unspecified)
 : -25	-1	2	2	-6	1	-4	2
- O=C(Nc1cccc(Cl)c1)N1C[C@@H]2[C@H](c3ccccc31)[C@H](CO)N2Cc1ccccc1Cl
 : 4	-22	-6	x	17	8	12[16.7 µM]	-13
- COC(=O)C1=C(C)N(Cc2ccccc2C(F)(F)F)C(=NCc2ccccc2)NC1c1ccc(F)cc1 (stereo unspecified)
 : -7	x	0	-2	3	24	x	x
- Cc1ccc(CN2CCN(c3ccccn3)CC2)s1
 : x	-1	x	-3	x	x	-2	-1
- O=C(Nc1ccc(Oc2cccnc2)cc1)C1CCCCN1Cc1ccc(CO)o1 (stereo unspecified)
 : 9	3	3	-1	14	3	x	x
- CCOC(=O)c1c(NC(=O)CN2CCCCC2)sc(CN(C)C)c1-c1ccccc1
 : 21	x	5	-10	5	16	-1	-2
- O=C(CN1CCCC1)Nc1ccc(OCc2ccccc2)cc1
 : -36	x	1	10	-18	-6	x	-10
- COc1ccccc1S(=O)(=O)N[C@H]1CC[C@@H](CC(=O)N2CCCCC2)O[C@@H]1CO
 : -16	5	1	x	-4	6	x	2
- CC(O)[C@H]1CNC(=O)C(=O)N1CCc1cccc(F)c1 (stereo partly specified)
 : 5	-1	-4	10	8	0	-8	3
- CC(C)C(c1nnnn1C1CCCC1)N(C)C1CCCCC1 (stereo unspecified)
 : x	0	x	-1	1	x	1	-13

Rows were taken by chance. About 2.5% of those tested had a hit in this group.
